Source: PubChem
APJ antagonist = blocks the human apelin receptor APJ; inhibition, % at 20 µM; AID 2521; CHO-K1 APJ beta-arrestin complementation, luminescence; actives 0.32% (n = 330,000); P35414;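 active means inhibition above about 40% at 20 µM, limit read from the data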;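 further: cells challenged with 10 nM apelin-13 agonist together with compound; plate controls were apelin-13 plus DMSO wells for no effect and DMSO wells lacking apelin-13 for full effect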
Target sequence (P35414 whole entry, looked up): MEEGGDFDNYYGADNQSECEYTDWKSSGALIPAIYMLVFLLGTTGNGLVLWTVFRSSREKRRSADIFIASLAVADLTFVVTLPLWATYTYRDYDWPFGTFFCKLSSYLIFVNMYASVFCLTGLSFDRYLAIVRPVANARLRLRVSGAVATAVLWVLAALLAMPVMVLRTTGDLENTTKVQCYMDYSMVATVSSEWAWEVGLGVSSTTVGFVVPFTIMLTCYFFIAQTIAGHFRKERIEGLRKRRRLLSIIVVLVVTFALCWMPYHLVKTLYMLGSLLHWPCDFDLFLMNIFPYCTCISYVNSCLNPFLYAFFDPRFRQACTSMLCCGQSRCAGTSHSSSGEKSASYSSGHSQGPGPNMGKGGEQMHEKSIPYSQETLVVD
CHOP UPR activ = apoptotic UPR (CHOP) activation; CHO-CHOP luciferase reporter, luminescence; percent of tunicamycin response over DMSO baseline; activation, % at 10 µM; actives 0.34% (n = 330,000);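 active means at 10 µM dose, activation of 40% or more, normalized to positive control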;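 further: 100% = tunicamycin at 10 µg/mL and 0% = DMSO alone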
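Test system: CHO-CHOP cells, stable luciferase reporter of PERK-eIF2a-CHOP signalling | Quantity: 500 CHO-CHOP cells per well | Buffer or medium: F12 plus 10% serum | Compound dosing: 10 µM single point, 0.5% DMSO | Schedule: 6 h compound treatment, 37 °C | Signal: Luciferase luminescence | Control set: Tunicamycin high control, DMSO low control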
Jurkat NFkB inh = inhibitors of the PMA/ionomycin-induced NF-kB reporter in Jurkat cells; PMA/ionomycin-induced NF-kB luciferase reporter, luminescence; inhibition, % at 4 µM; actives 0.53% (n = 330,000); AID 435003; in the data active means inhibition above about 50%
UPR XBP1 act = activators of adaptive arm of unfolded protein response (XBP1) | CHO-XBP1 luciferase reporter, IRE1-XBP1 UPR activation, luminescence; percent of tunicamycin response, DMSO as zero | activation, % at 20 µM | actives 0.33% (n = 330,000) | AID 463104;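 active means versus positive control, 20 µM dose yields 30% or more activation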;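 further: 100% = tunicamycin at 10 µg/mL and 0% = DMSO only wells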
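Material: CHO cell line with stable XBP1 luciferase reporter; schedule: 16-18 h cell attachment at 37 °C, then 6 h compound exposure; signal: glow luminescence from Steady-Glo reagent; medium: serum-containing F12 medium, 10% FBS; benchmarks: tunicamycin 10 µg/mL and vehicle-only wells; read-out: percent activation relative to tunicamycin reference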
697 NFkB inh = lowers PMA/ionomycin-induced NF-kB signal in 697 B cells | 697 B-cell NF-kB luciferase reporter, 16 h | inhibition, % at 4 µM | actives 0.33% (n = 330,000); in the data active means inhibition above about 35%
Mdm2 MdmX PPI = disrupts the human Mdm2-MdmX interaction; SaOS-2 split-luciferase Mdm2/MdmX complementation, luminescence; inhibition, % at 8 µM; actives 3% (n = 330,000); O15151+Q00987;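 active means inhibition of at least 50% at 8 µM in the primary screen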
tim23-1 inh = tim23-1 yeast growth inhibition; inhibition, % at 20 µM; actives 1.3% (n = 330,000); S. cerevisiae tim23-1 growth, BacTiter-Glo luminescence, 24 h;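 active means growth inhibition of the mutant yeast at or above 50%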;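 further: temperature-sensitive mutant grown at 25 °C; plate controls were DMSO-treated mutant yeast for no effect and medium wells lacking yeast for full effect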
APJ agonist = agonists of human APJ apelin receptor; P35414; CHO-K1 APJ PathHunter beta-arrestin, luminescence; 0% DMSO wells, 100% apelin; activation, % at 20 µM; actives 0.11% (n = 330,000); AID 2520;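 active means activation more than six SD over the plate average, tested at 20 µM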;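 further: 0% = DMSO alone and 100% = apelin-13 at 10 nM; some results filed as inactive read as strong as hits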
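Material: CHO-K1 APJ beta-arrestin complementation cell line; Input: cell density 1000 per well; Incubation: compound stimulation 90 min at 25 °C, detection 60 min; Signal: luminescence from split beta-galactosidase complementation, Galacton Star/Emerald II substrate; Controls: DMSO-only wells as negative, 10 nM Apelin-13 as positive control.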
* marks the source's active call; other numbers are inactive results. No enrichment for hits (roughly 5% active in at least one column).

SMILES	APJ antagonist	CHOP UPR activ	Jurkat NFkB inh	UPR XBP1 act	697 NFkB inh	Mdm2 MdmX PPI	tim23-1 inh	APJ agonist
CCc1cccc(CC)c1NC(=S)NCc1nc2ccccc2[nH]1	2	-0.2	4	-2	10	7	19	1
COc1cc(Cl)c(C)cc1NC(=O)CCCN1C(=O)CCC1=O	-23	-0.4	-10	3	-3	-7	5	-2
O=C(CSc1ccc2c(c1)OCCO2)Nc1ncc(Cl)cc1Cl	13	-1.2	0	0	16	9	30	-3
CCC(C(=O)N1CCN(c2ncccn2)CC1)c1ccccc1 (centres undefined)	2	2.0	-9	-2	5	0	17	-1
O=C(Cc1ccccc1)Nc1cc(Cl)ccc1Sc1ccccc1	-5	0.2	-4	-1	6	2	14	-4
COc1ccc(/C=C/C(=O)c2cc(Cl)cc(Cl)c2O)c(OC)c1	30	5.8	10	4	-12	4	-1	-4
COc1ccc(C(=O)CN2CCN(c3ccc(Cl)cc3)CC2)cc1OC	-9	0.4	-9	-3	18	-8	38	-5
CCOC(=O)CSc1nnnn1-c1cccc2ccccc12	-21	-1.6	-19	1	-43	-5	8	0
CC(=O)Nc1cc(C(=O)N2CCCC2)ccc1Sc1ccc(C)cc1	17	1.2	0	-1	38*	-13	18	4
O=C1NC(Cc2c[nH]c3ccccc23)C(=O)N1Cc1ccc(CN2C(=O)NC(Cc3c[nH]c4ccccc34)C2=O)cc1 (centres undefined)	-5	-0.5	7	0	9	24	2	0
Brc1ccc(-c2nnc3n2CCCCC3)cc1	11	-1.6	13	1	7	-7	20	-2
Cc1ccc(/C=N/n2c(C)nc3ccccc3c2=O)s1	8	6.7	-29	1	-37	-17	5	-4
O=c1nc2ccc(Cl)cn2c2ccc(S(=O)(=O)N3CCOCC3)cc12	4	1.9	11	-1	14	6	6	1
CCOc1ncccc1C(=O)Nc1ccc(S(=O)(=O)N2CC(C)CC(C)C2)cc1 (centres undefined)	19	11	15	1	-6	-1	7	-6
Cc1cccc(NC(=O)CCS(=O)(=O)c2ccc3c(c2)NC(=O)CS3)n1	8	-0.5	15	-2	-1	11	-1	-1
O=C(NCCCn1ccnc1)c1cc(-c2ccc3c(c2)OCO3)on1	-13	1.2	-20	0	-8	2	-7	-4
CCC1=NN(C(=O)c2ccccc2Br)C(O)(c2ccc(Br)cc2)C1 (centres undefined)	11	1.9	1	1	21	10	43	-3
N#C/C(=C\c1ccc(-c2ccccc2)cc1)c1nc(-c2ccco2)cs1	-10	2.6	-49	11	-57	-8	10	-3
COCCOC(=O)C1=C(C)NC2=C(C(=O)CC(C)(C)C2)C1c1cc2c(cc1Br)OCO2 (centres undefined)	11	-1.2	13	-4	4	17	20	-2
CC1(C)CN(c2ccc(N3CC(C)(C)C3=O)cc2)C1=O	-5	1.5	-33	-5	-6	6	2	-2
NNC(=O)/C(=C/c1cccs1)NC(=O)c1ccccc1Cl	-12	0.7	7	-2	-2	12	14	1
Cc1ccc(N=C2NC(=O)/C(=C/c3cccs3)S2)cc1C	4	2.7	-6	6	-24	-11	6	-3
COc1cc(C(=O)NC(CCSC)C(=O)OCc2cc([N+](=O)[O-])cc3c2OCOC3)cc(OC)c1OC (centres undefined)	8	-1.0	11	-3	23	15	-10	0
O=C(NCCn1cccn1)C1CCC(=O)N(CC2CCCCC2)C1 (centres undefined)	4	0.8	15	0	5	6	8	7
CCc1cc(/C(Cc2cscn2)=N\O)c(O)cc1O	-5	2.0	-3	0	13	6	4	-4
CC(OC(=O)c1ccccc1NCCO)C(=O)Nc1ccc(S(=O)(=O)N2CCOCC2)cc1 (centres undefined)	6	1.2	-9	-2	-6	4	5	10
CCc1ccc(C(=O)COc2ccc(NC(C)=O)cc2)cc1	-10	3.8	-7	8	1	8	21	-1
COc1ccc(CCn2c(=N)c(C(=O)NCC3CCCO3)cc3c(=O)n4ccccc4nc32)cc1OC (centres undefined)	-2	1.9	-16	-4	-33	16	-10	-4
CC(NC(=O)c1ccc(F)cc1)C(c1cccs1)N1CCN(C)CC1 (centres undefined)	-3	1.0	14	0	17	18	-2	-5
CC(C)(C)C(=O)NNC(=O)c1cc2sccc2s1	-2	0.0	6	0	7	-14	-7	5
Cc1cccc(C)c1OCCCN1CCOCC1	9	-2.5	-7	-4	3	-18	15	-3
CC1CCN(C(=O)c2ccc(NC(=O)c3cccs3)cc2)CC1	4	5.0	-10	9	25	-15	20	2
NC(=S)c1c(Cl)cc(C(F)(F)F)cc1Cl	12	-2.1	-2	2	11	5	1	-4
CC(Cc1cccs1)NC(=O)Nc1ccc(Cl)cc1 (centres undefined)	13	3.4	-42	2	-83	-34	25	-4
COc1cc(C)c2occ(/C(C)=N\O)c2c1	6	-1.5	-2	0	11	26	27	-4
Cc1cc([N+](=O)[O-])ccc1NCc1ccc2ccccc2c1	17	1.6	-2	2	-9	15	13	-5
O=c1cc(CN2CCN(C/C=C/c3ccccc3)CC2)c2cc(O)c(-c3ccccc3)cc2o1	-11	7.1	-8	8	-16	50*	6	-1
Clc1ccc(-c2nnc(C34CC5CC(CC(C5)C3)C4)o2)cn1	7	-0.4	11	0	0	-7	24	0
CC[N+](C)(C)c1cccc(O)c1	-2	0.6	-2	-10	9	20	5	-2
CCNC(=O)CCn1nc(-c2ccc(Cl)cc2)c2ccccc2c1=O	0	-1.7	-7	-1	-10	13	10	-5

Part of the list above in order of number of heavy atoms, high to low:
SMILES	APJ antagonist	CHOP UPR activ	Jurkat NFkB inh	UPR XBP1 act	697 NFkB inh	Mdm2 MdmX PPI	tim23-1 inh	APJ agonist
O=C(NCCn1cccn1)C1CCC(=O)N(CC2CCCCC2)C1 (centres undefined)	4	0.8	15	0	5	6	8	7
CC1CCN(C(=O)c2ccc(NC(=O)c3cccs3)cc2)CC1	4	5.0	-10	9	25	-15	20	2
Clc1ccc(-c2nnc(C34CC5CC(CC(C5)C3)C4)o2)cn1	7	-0.4	11	0	0	-7	24	0
CC(Cc1cccs1)NC(=O)Nc1ccc(Cl)cc1 (centres undefined)	13	3.4	-42	2	-83	-34	25	-4
CC(C)(C)C(=O)NNC(=O)c1cc2sccc2s1	-2	0.0	6	0	7	-14	-7	5

The results go on.
SMILES	APJ antagonist	CHOP UPR activ	Jurkat NFkB inh	UPR XBP1 act	697 NFkB inh	Mdm2 MdmX PPI	tim23-1 inh	APJ agonist
CC(C)c1ccc(NC(=O)C2C3C=CC4(CN(Cc5cccnc5)C(=O)C24)O3)cc1 (centres undefined)	14	-0.7	2	1	1	-29	3	-3
COc1cc(/C=N/NC(N)=S)ccc1OCC(=O)Nc1ccc(C)cc1	-7	-0.1	5	1	15	-14	3	1
CN1CCN(C(=O)c2cc(=O)c3cc(Cl)cc(Cl)c3o2)CC1	20	0.7	12	0	15	9	-12	-1
CC1=CC(C)(C)Nc2ccc(OC(=O)c3cccnc3)cc21	39	27	-14	-2	66*	22	33	-8
CCOc1ccc(CCNC(=O)CS(=O)(=O)Cc2nc(-c3ccc(OC)cc3)oc2C)cc1	-13	0.2	-9	-1	-40	18	-1	-6
Cc1[nH]c2ccc(C(=O)N3CCN(C)CC3)cc2c1C	-7	3.2	-9	3	-21	-16	-5	0
CCCN(C(=O)C1=COCCO1)c1c(N)n(Cc2ccccc2)c(=O)[nH]c1=O	-3	0.4	12	5	9	20	0	2
CC(=O)c1ccc(C(=O)N2CCCC(C(=O)c3cc(F)ccc3F)C2)s1 (centres undefined)	-19	-1.7	-10	-1	1	6	7	-1
COCCN=C1N[C@@H](c2ccc(Br)cc2)C(C(=O)OC)=C(C)N1Cc1ccccc1	10	0.2	6	3	2	45	2	2
COCCCNS(=O)(=O)c1ccc(OC)c(Cl)c1Cl	7	0.1	0	-2	15	7	1	-1
COc1ccc(/C=C(/NC(=O)c2ccccc2)C(=O)N2CCC(C)CC2)cc1	0	0.6	-21	-1	-19	-1	30	-2
Cc1cc(C)cc(NC(=O)c2ccc(NC3=NC4CS(=O)(=O)CC4S3)cc2)c1 (centres undefined)	12	1.3	8	-3	21	-13	8	-3
COc1ccc(C(=O)N2CCN(CCCc3ccccc3)CC2)cc1OC	-16	0.7	-16	1	-16	-23	10	0
CC(=O)c1c(COC(=O)c2ccccc2Cl)nc2ccccc2[n+]1[O-]	-3	-0.8	-5	0	-9	-2	37	1
Cc1ccc(S(=O)(=O)N(C)CC(=O)NC2CC(C)(C)NC(C)(C)C2)cc1	-18	0.9	0	1	21	0	22	-2
CCOc1cc(/C=N/NC(=O)c2cccs2)ccc1OC(=O)N1CCOCC1	-3	0.0	-25	2	3	-5	9	-1
O=C(Cc1ccc([N+](=O)[O-])cc1)N1CCN(c2ccc([N+](=O)[O-])cc2)CC1	-7	4.3	9	-5	-83	5	19	2
O=C(NC1CCCCC1)N(Cc1nc2ccccc2c(=O)[nH]1)C1CCCC1	15	0.1	-6	-1	-6	-15	13	3
Cc1ccc(S(=O)(=O)CC(=O)Nc2nc3ccc(S(N)(=O)=O)cc3s2)cc1	26	1.7	0	1	-9	2	5	-1
Cc1ccc(OCc2nc(-c3ccccc3)no2)c(C)c1	12	5.1	-138	7	-111	-231	6	-1
CC(C)CC(=O)Nc1ccc(OCC(=O)O)cc1	-3	-0.8	-7	-5	16	-12	8	-5
O=C(COc1cccnc1[N+](=O)[O-])NCCc1ccccc1	-11	-1.8	6	1	3	9	1	0
Clc1ccc(Oc2ncnc3oc(-c4ccccc4)cc23)cc1	13	-2.5	-23	-2	8	2	1	-3
C[C@H](CO)N1C[C@H](C)[C@@H](CN(C)Cc2ccc(C(=O)O)cc2)Oc2c(cccc2N(C)C)C1=O	16	0.7	2	1	21	-7	18	0
O=C(Cn1c(-c2ccccc2)noc1=O)Nc1ccc(S(=O)(=O)N2CCOCC2)cc1	-20	-0.7	11	0	11	7	2	-1
CCOc1ccc(C2C(C(=O)O)CCC(=O)N2C2CCCCC2)cc1 (centres undefined)	10	-0.6	-8	-3	5	20	12	-1
C=CCn1c(C#N)c(N)sc1=N	-5	-0.7	7	3	-4	27	8	-4
CCN(CC(=O)Nc1c(F)cccc1F)C(=O)CN1c2cccc3cccc(c23)S1(=O)=O	4	1.7	-2	0	19	15	-10	5
CC(=O)c1sc(NC(=O)CCN2C(=O)c3ccccc3C2=O)nc1C	1	3.2	-2	-5	11	36	14	3
CCCNC(=O)c1cnc(Sc2ncc(C(F)(F)F)cc2Cl)n1C	23	-0.2	-3	-1	18	9	34	-1
CC(C)(C)NC(=O)c1cc2c(ccc3ccccc32)oc1=O	-14	-0.1	-34	-3	-68	-19	-35	-6
COCCNC(=O)c1noc2c1CCc1cc(OC)ccc1-2	-2	-0.3	-66	-2	-41	-46	17	-3
COC(CNC(=O)C(=O)Nc1cc2c3c(c1)CC(=O)N3CCC2)OC	-15	3.2	-4	1	21	0	0	-3
Cc1nn(-c2ccccc2)c(C)c1NC(=O)COC(=O)CCCOc1ccccc1	5	-0.9	-9	1	5	14	11	3
Clc1nc(Nc2ccccc2)nc(Nc2ccccc2)n1	-23	5.8	-6	7	-24	7	41	-2

Marked active in Mdm2 MdmX PPI (from the list above):
canonical_smiles	APJ antagonist	Jurkat NFkB inh	UPR XBP1 act	697 NFkB inh	Mdm2 MdmX PPI	APJ agonist
O=c1cc(CN2CCN(C/C=C/c3ccccc3)CC2)c2cc(O)c(-c3ccccc3)cc2o1	-11	-8	8	-16	50*	-1
